# Screens (PubChem BioAssay)
# NPY-Y2 antag – antagonists of human neuropeptide Y receptor Y2 | inhibition, % at 2.7 µM | P49146 | actives 0.99% (n = 140,000) | NPY-Y2 expressing cells, antagonist mode; in the data active = inhibition above about 17%;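 note: 0% = vehicle with agonist challenge and 100% = reference antagonist with challenge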
# Target sequence (P49146 whole entry, looked up): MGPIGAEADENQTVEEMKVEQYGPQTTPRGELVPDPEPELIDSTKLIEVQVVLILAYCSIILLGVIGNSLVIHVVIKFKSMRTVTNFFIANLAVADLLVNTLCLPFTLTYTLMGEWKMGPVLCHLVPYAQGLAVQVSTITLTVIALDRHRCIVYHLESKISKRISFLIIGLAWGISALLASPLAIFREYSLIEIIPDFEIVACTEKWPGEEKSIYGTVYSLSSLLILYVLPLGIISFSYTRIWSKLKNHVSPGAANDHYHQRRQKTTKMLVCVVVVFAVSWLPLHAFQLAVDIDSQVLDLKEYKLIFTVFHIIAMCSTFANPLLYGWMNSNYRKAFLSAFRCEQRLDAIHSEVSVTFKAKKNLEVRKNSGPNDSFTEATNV
# Phagocytosis inh – blocks phagocytosis by macrophages; J774A.1 macrophage IgG-bead phagocytosis, imaging; actives 0.07% (n = 110,000); inhibition, % at 5 µM;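 active = inhibition above the mean of the plate negative controls plus 5 SD, cut at about 13% in these data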;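 note: phagocytic index as fraction of beads internalized from green versus red external bead signal; plate controls were DMSO negative control for no effect and cytochalasin-D positive control for full effect; some results beyond the cut were filed as inactive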
# BB579 growth dn – chemicals that inhibit yeast BB579 growth in restrictive medium (lifespan-shortening candidates); actives 0.51% (n = 140,000); S. cerevisiae BB579 growth, OD615, 48 h; inhibition, % at 10 µM;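 active = inhibition above a set limit, 3 SD over the mean compound inhibition, cut at about 44% in these data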; note: inactives centre near -24
#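 Test system: Saccharomyces cerevisiae DeaD strain BB579, replicative lifespan model yeast | Buffer or medium: Restrictive CSMM-D medium | Doses: One dose, 10 µM compound with 0.25% DMSO | Incubation: 48 h exposure, 30 °C | Detection: Culture absorbance at 615 nm | Control set: Amphotericin B at 10 µg/mL as positive control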
# GALR2 antag – GALR2 (human) receptor antagonism. inhibition, % at 4 µM. actives 0.39% (n = 140,000). GALR2-expressing cells, antagonist mode. O43603. AID 828; in the data active = inhibition above about 27%;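 note: cells stimulated with galanin 1-16 at roughly its EC80; 0% = agonist challenge control and 100% = basal control without agonist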
# Target sequence (O43603 whole entry, looked up): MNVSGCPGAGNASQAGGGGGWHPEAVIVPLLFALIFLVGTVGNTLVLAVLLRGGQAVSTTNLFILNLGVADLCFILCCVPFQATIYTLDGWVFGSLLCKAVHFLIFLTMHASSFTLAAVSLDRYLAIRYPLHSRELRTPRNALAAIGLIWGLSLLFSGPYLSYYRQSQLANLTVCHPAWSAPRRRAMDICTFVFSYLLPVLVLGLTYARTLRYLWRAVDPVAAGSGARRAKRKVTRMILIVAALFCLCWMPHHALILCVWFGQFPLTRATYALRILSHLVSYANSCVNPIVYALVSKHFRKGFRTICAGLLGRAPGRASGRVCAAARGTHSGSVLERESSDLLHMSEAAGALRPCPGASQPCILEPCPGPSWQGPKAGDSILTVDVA
# PTEN del growth – growth suppressors of cells with PTEN tumor suppressor deletion; HCT116 PTEN-null viability, CellTiter-Glo, 60 h; active compounds read low; viability, % at 10 µM; actives 1.2% (n = 140,000); AID 827;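 active = viability at or below a set limit, 4 SD under the median of all tested compounds, cut at about 3.7% in these data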;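 note: PTEN knockout HCT116 line with beta catenin targeted HCT116 as companion control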
# E-sel TNF inh – blocks E-selectin expression induced by TNF alpha; HUVEC TNFa-induced E-selectin immunofluorescence, high content; AID 1246; actives 0.71% (n = 120,000); inhibition, % at 2 µM;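 active = inhibition above the batch mean plus 3 SD, and confirmed as a hit on visual image review, cut at about 43% in these data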;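 note: 0% = TNF-stimulated DMSO wells and 100% = unstimulated control wells; not every result past the cut was called active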
# Measles CPE – protection of cells from measles virus; Measles virus-infected cells, CPE protection, absorbance; protection (pct of control), % at 4 µM; actives 1.5% (n = 140,000); in the data active = protection mostly above about 24%, no sharp cut-off; inactive = mostly below about 26%; note: some compounds called inactive have numbers as strong as hits
# MRP-1 activ – activators of MRP-1; actives 0.61% (n = 140,000); H69AR cells + doxorubicin, viability rescue, CellTiter-Glo; viability increase, % at 10 µM;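 active = viability gain under doxorubicin at or above a set limit, the compound median plus 3 SD, cut at about 4.7% in these data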;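 note: MRP-1 overexpressing cells given doxorubicin 25 µM after compound pretreatment; 18-22 h compound pretreatment then 72 h with doxorubicin before readout; 0% = doxorubicin-only wells and 100% = vehicle-treated cells without doxorubicin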
# Yeast life ext – yeast lifespan extension; actives 0.68% (n = 130,000); S. cerevisiae growth with nicotinamide, OD615; deaD strain in restrictive glucose medium; inhibition of the nicotinamide effect, % at 10 µM;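 active = inhibition above a set limit, placed 3 SD over the median of all compounds, cut at about 26% in these data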;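 note: 0% = nicotinamide-treated wells and 100% = cells grown without nicotinamide; some compounds called inactive have numbers as strong as hits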
#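 System: DeaD-strain S. cerevisiae / Buffer or medium: CSMM-D, restrictive glucose (dextrose) synthetic minimal medium / Probe or stimulus: nicotinamide, 1.5 mM, co-present with compound / Compound: one concentration, 10 µM, DMSO 0.25% / Incubation: 48 h compound exposure at 30 °C, humidified / Technique: optical density (absorbance) at 615 nm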
# bCat KO growth – beta-catenin-lacking colon tumor cell growth suppression | viability, % at 10 µM | HCT116 beta-catenin knockout viability, CellTiter-Glo, 60 h; active compounds read low | actives 1.5% (n = 140,000) | AID 818;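 active = viability at or under a set limit, the compound median less 4 SD, cut at about 6% in these data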;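 note: 0% = Hyamine 1622 control at 20 µM and 100% = untreated cell control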
# Active calls of the source: *; . = no result given; + = active, no number. A portion of the library; count on the stated rates, not on these rows.
SMILES,NPY-Y2 antag,Phagocytosis inh,BB579 growth dn,GALR2 antag,PTEN del growth,E-sel TNF inh,Measles CPE,MRP-1 activ,Yeast life ext,bCat KO growth
Cc1ccc(N2C(=O)NC(=O)/C(=C\c3ccsc3)C2=O)cc1C,0,-1,9,-2,99,-35,5,5.5*,-3,90
CCOC(=O)C(C)Oc1cc(C)cc2oc(=O)c3c(c12)CCCC3 (stereo not given),10,0,-67,9,74,47,12,-2.6,-14,81
O=C(Cc1ccccc1)N1CCN(CC2CC3C=CC2C3)CC1 (stereo not given),1,.,-40,-13,97,15,5,-2.1,.,88
Cc1ccc(NC2=NCCCS2)c(C)c1C,1,-11,-3,6,85,.,17,-2.8,7,77
CN1/C(=C\C=C\C2=[N+](C)c3ccc4ccccc4c3C2(C)C)C(C)(C)c2ccccc21,+,.,87*,-51,0.1*,7,2,-5.6,-23,0.4*
Cc1ccc(C2=NCC(=O)N(CC(=O)N3CCCCC3)c3sc(C)c(C)c32)cc1,2,.,-18,6,91,-6,8,-1.9,-7,84
c1ccc2c(c1)CNc1ccccc1O2,3,-1,-56,-3,90,42,9,-2.1,-5,83
CCCCCCC(N)CC(=O)O (stereo not given),1,-2,-79,-10,103,6,16,0.1,16,106
C=C(C)CSc1nnc([C@@H](N)Cc2c[nH]c3ccccc23)o1,4,-1,-25,-7,96,-11,12,-0.5,-7,99
CCC12CN3CC(CC)(CN(C1)C3c1cccnc1)C2=O (stereo not given),1,.,3,3,102,9,3,2.0,-10,102
O=C(N/N=C/c1c(O)n(C2CC2)c(=S)[nH]c1=O)c1ccccc1O,1,-19,-24,0,89,.,17,1.1,-7,100
Cn1c(O)c(C=NCCOc2ccc(Cl)cc2)c(=O)n(C)c1=O,2,-1,-18,0,84,.,14,-0.4,-25,83

# Reprinted from the part before: 6 compounds, followed by the next part.
SMILES,NPY-Y2 antag,Phagocytosis inh,BB579 growth dn,GALR2 antag,PTEN del growth,E-sel TNF inh,Measles CPE,MRP-1 activ,Yeast life ext,bCat KO growth
c1ccc2c(c1)CNc1ccccc1O2,3,-1,-56,-3,90,42,9,-2.1,-5,83
CCCCCCC(N)CC(=O)O (stereo not given),1,-2,-79,-10,103,6,16,0.1,16,106
C=C(C)CSc1nnc([C@@H](N)Cc2c[nH]c3ccccc23)o1,4,-1,-25,-7,96,-11,12,-0.5,-7,99
CCC12CN3CC(CC)(CN(C1)C3c1cccnc1)C2=O (stereo not given),1,.,3,3,102,9,3,2.0,-10,102
O=C(N/N=C/c1c(O)n(C2CC2)c(=S)[nH]c1=O)c1ccccc1O,1,-19,-24,0,89,.,17,1.1,-7,100
Cn1c(O)c(C=NCCOc2ccc(Cl)cc2)c(=O)n(C)c1=O,2,-1,-18,0,84,.,14,-0.4,-25,83
COC(=O)C(O)(c1ccc(N=Cc2ccccc2O)c(C)c1)C(F)(F)F (stereo not given),0,.,-9,-4,93,3,22,-1.7,4,107
CCOC(=O)N(c1ccccc1)P1(=S)OCC(C)O1 (stereo not given),-1,.,-21,3,90,.,38,2.4,-3,96
CCOc1cc(/C=C2/C(=O)NC(=O)N(c3ccc(CC)cc3)C2=O)ccc1OC(=O)c1cccs1,0,.,-4,-2,105,5,3,-0.6,-3,101
O=C1NC(=O)C(=CN2CCc3ccccc32)C(=O)N1,3,-4,-46,4,105,.,7,-2.7,6,91
Brc1ccc2[nH]cc(/C=N/N3CCCCC3)c2c1,-8,-4,-63,3,95,13,3,0.0,-7,97
Cc1ccccc1N1C(=O)NC(=O)/C(=C\c2cc(Br)c(N3CCOCC3)o2)C1=O,1,-8,15,-2,110,3,7,-0.4,6,96
CCCCOCCCn1c(N)c(C(=O)OC(C)COC)c2nc3ccccc3nc21 (stereo not given),2,.,-35,-2,77,.,3,-4.0,-5,83
Cc1cccc(-n2c(-c3ccco3)nc3ccccc3c2=O)n1,-2,-2,-72,-1,96,1,8,-0.7,-4,98
CC(C)C12CN3CCN(CC(C3)/C1=N\O)C2,3,1,-73,-10,102,13,7,0.5,5,98
CN1CCC(N(C)c2nc(-c3ccc([N+](=O)[O-])cc3)nc3ccccc23)CC1,1,0,-2,-9,1.5*,-30,3,-2.5,-20,1.5*
CN(C)CP(=O)(O)CN(C)C=O,2,0,3,-6,88,.,6,-2.0,-22,83
C#CCOCOCC#CCN(CC)CC,-1,1,-30,7,99,3,0,-2.2,-16,97
CCOC(=O)c1[nH]c(C)c(C(=O)N2CCC3(CC2)OCCO3)c1C,0,.,-1,-3,102,.,5,-0.8,-20,91
Oc1ccc(/C=N/NP(=S)(c2ccccc2)c2ccccc2)cc1,6,0,-85,-5,93,-24,7,-0.8,15,86
S=C(c1ccc(Cl)cc1)N1CCOCC1,1,-1,11,2,117,.,1,0.3,-25,102
Cc1cccc(NP(=O)(Oc2ccccc2F)Oc2ccccc2F)c1,8,-15,-43,2,70,.,13,-3.7,10,72
Clc1ccc2c(c1)C(OC1CN3CCC1CC3)c1ccccc1CS2 (stereo not given),13,0,-21,-1,12,-16,15,-4.8,3,8
CN(Cc1c[nH]c2ccccc12)C1CCCCC1,-1,0,14,6,23,1,3,-4.1,2,17
CC12CCC3C(CCC4C/C(=N/O)CCC43C)C1CCC2O (stereo not given),-1,0,-8,-7,89,5,41*,0.4,5,93
CCC(=NCCCn1ccnc1)c1c(O)n(Cc2ccccc2)c(=O)[nH]c1=O,-1,-1,-17,-13,86,1,3,-0.6,-8,98
CCOc1ccccc1C1SCC(=O)Nc2c1c(=O)[nH]n2C(CC)CC (stereo not given),2,0,-14,12,99,-73,5,0.9,-2,93
COc1ccc(C(=O)N2CCCC2=O)cc1,3,.,-25,-4,97,.,20,-0.3,2,91
Cc1cc(C=C2C(=O)N(C)C(=S)N(C)C2=O)c(C)n1-c1cccnc1,1,-4,13,5,60,-3,4,-3.8,51*,58
COc1cc(N2CCOCC2)ccc1/C=C1\C(=O)NC(=O)N(C2CCCCC2)C1=O,3,3,-32,7,88,.,2,-1.3,6,88
CCC(=Nc1ccc2c(c1)CCC2)c1c(O)n(C2CCCCC2)c(=O)[nH]c1=O,-1,0,-35,0,82,8,4,-1.5,-3,84
COc1ccc2c(c1)CC1(CN2C)C(=O)NC(=O)N(CCc2ccccc2)C1=O (stereo not given),1,0,-34,-24,90,0,4,0.2,-9,96
Cc1oc(-c2ccccc2F)nc1CS(=O)CC(=O)N1CCC2(CC1)OCCO2 (stereo not given),-1,2,0,8,92,-10,4,-3.6,-36,103
O=C(c1cc(S(=O)(=O)N2CCOCC2)ccc1F)N1CCC2(CC1)OCCO2,1,-2,-9,20,91,.,17,-1.9,-16,90
O=C(Nc1nc(-c2ccccc2)c(-c2ccccc2)s1)c1ccc(S(=O)(=O)N(CCCl)CCCl)cc1,1,5,-63,0,68,60*,8,4.3,6,79
CCC(=O)c1cn(Cc2ccccc2C#N)c2ccccc12,3,0,-86,4,51,3,6,-1.2,-10,46
O=S(=O)(c1ccc(Cl)cc1)N1CC1c1ccccc1 (stereo not given),1,-11,-24,-6,91,1,13,-1.2,7,100
Cc1cc(NC(=O)COC(=O)c2c(C)nn(Cc3ccccc3)c2C)no1,5,0,-63,-12,105,9,11,-0.6,-1,93
Cc1ccc2c(c1)N(CCC(=O)N1CCC3(CC1)OCCO3)C(=O)CO2,1,-1,-5,-5,111,.,5,0.8,-5,107
O=C(NCc1ccc(C(=O)N2CCC3(CC2)OCCO3)cc1)c1cccc(Br)c1,-1,1,-25,2,99,27,26*,-1.6,-22,98
CCC(C)N1Cc2ccccc2C1=N (stereo not given),0,-2,-4,3,92,-44,6,-3.1,-2,94
CN1CCN(c2c(N)c(=O)oc3ccccc23)CC1,2,-1,-51,-3,104,23,14,-0.8,-8,103

# Limited to BB579 growth dn and Yeast life ext, for 3 of the compounds above:
Structure,BB579 growth dn,Yeast life ext
CC12CCC3C(CCC4C/C(=N/O)CCC43C)C1CCC2O (stereo not given),-8,5
CCC(=NCCCn1ccnc1)c1c(O)n(Cc2ccccc2)c(=O)[nH]c1=O,-17,-8
CCOc1ccccc1C1SCC(=O)Nc2c1c(=O)[nH]n2C(CC)CC (stereo not given),-14,-2

# Given as tab-separated lines: entries from further up
Structure	NPY-Y2 antag	Phagocytosis inh	BB579 growth dn	GALR2 antag	PTEN del growth	E-sel TNF inh	Measles CPE	MRP-1 activ	Yeast life ext	bCat KO growth
CCC(=Nc1ccc2c(c1)CCC2)c1c(O)n(C2CCCCC2)c(=O)[nH]c1=O	-1	0	-35	0	82	8	4	-1.5	-3	84
COc1ccc2c(c1)CC1(CN2C)C(=O)NC(=O)N(CCc2ccccc2)C1=O (stereo not given)	1	0	-34	-24	90	0	4	0.2	-9	96
Cc1oc(-c2ccccc2F)nc1CS(=O)CC(=O)N1CCC2(CC1)OCCO2 (stereo not given)	-1	2	0	8	92	-10	4	-3.6	-36	103
O=C(c1cc(S(=O)(=O)N2CCOCC2)ccc1F)N1CCC2(CC1)OCCO2	1	-2	-9	20	91	.	17	-1.9	-16	90

# (continued)
SMILES,NPY-Y2 antag,Phagocytosis inh,BB579 growth dn,GALR2 antag,PTEN del growth,E-sel TNF inh,Measles CPE,MRP-1 activ,Yeast life ext,bCat KO growth
N#Cc1cc2c(nc1SCC(=O)Nc1cc(Cl)cc(Cl)c1)C1CCN2CC1,-3,.,-16,-11,76,-10,5,-2.4,-7,94
CCN(CC)CCN1Cc2ccccc2C1=N,2,-8,-7,8,96,.,9,-3.2,8,78
C/C(=N\Nc1ccccc1)c1c(O)n(C)c(=O)n(C)c1=O,3,-9,-11,14,104,8,9,-1.8,-5,108
CC(=NCCN1CCOCC1)c1c(O)n(Cc2ccccc2)c(=O)[nH]c1=O,1,3,-10,6,94,16,12,-1.9,-12,94
Cc1cc(C=C2C(=O)NC(=O)NC2=O)c(C)n1-c1ccc2c(c1)OCO2,-1,-7,-19,1,62,.,14,-3.9,-4,91
Nc1c(C(=O)NCc2ccco2)c2nc3ccccc3nc2n1CCN1CCOCC1,1,-1,-59,-21,34,-6,1,-4.9,-30,52
CSC(=Nc1ccccc1)c1c(O)n(C)c(=O)n(C)c1=O,2,0,-32,-3,91,.,5,-0.7,11,91
